Rv3671c inh: Rv3671c serine protease inhibitors, primary screen, biochemical, fluorescence polarization, M. tuberculosis H37Rv. P9WHR9. inhibition, % at 5.96 µM. hit rate 0.048% among 320,000. AID 2606, 2010; in the data active = inhibition above about 38%;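 also: extracellular domain of Rv3671c used as enzyme; 0% = enzyme with DMSO and 100% = no enzyme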
Y pestis TopoI: Yersinia pestis topoisomerase I inhibitors, primary screen, biochemical, cleavage product accumulation, plate reader, single point; DNA topoisomerase I (Yersinia pestis CO92); AID 504884, 2011; Y. pestis Topo-I cleavage product accumulation; activity, % at 10 µM; hit rate 0.064% among 360,000; in the data active = activity above about 50%, passing the limit was not always enough; also: inactives centre near 2
TcdB inh: TcdB glycohydrolase inhibitors, primary screen, biochemical, single point, plate reader | Toxin B (Clostridioides difficile), P18177 | inhibition, % at 9.99 µM | TcdB glycohydrolase enzymatic assay | hit rate 0.24% among 350,000 | AID 652162, 2013; in the data active = inhibition above about 10%
SARS 3CLpro inh: SARS-CoV 3CLpro protease inhibitors, primary screen, biochemical, quenched FRET | recombinant SARS-CoV 3CLpro, quenched FRET peptide cleavage | AID 1706, 2009 | hit rate 0.14% among 290,000 | inhibition, % at 6 µM | Replicase polyprotein 1ab (Severe acute respiratory syndrome coronavirus), P0C6X7; in the data active = inhibition above about 12%
BH1578 lux ind: inducers of Vibrio cholerae quorum light production without autoinducers, primary screen, BH1578 luxS cqsA deficient, single point; V. cholerae BH1578 lux reporter, luminescence, 6 h; hit rate 0.16% among 350,000; activation, % at 18.7 µM; in the data active = activation mostly above about 9.7%, no sharp cut-off; also: not every result past the cut was called active; inactives centre near 0; reference of the scale not given here
DUSP3 inh: VHR1 phosphatase inhibitors, primary screen, biochemical, absorbance, uHTS | recombinant VHR phosphatase, pNPP absorbance | inhibition, % at 13.3 µM | hit rate 0.52% among 290,000 | Dual specificity protein phosphatase 3 (Homo sapiens), P51452; in the data active = inhibition above about 50%; also: some compounds called inactive have numbers as strong as hits
Target sequence (P51452 whole entry, looked up): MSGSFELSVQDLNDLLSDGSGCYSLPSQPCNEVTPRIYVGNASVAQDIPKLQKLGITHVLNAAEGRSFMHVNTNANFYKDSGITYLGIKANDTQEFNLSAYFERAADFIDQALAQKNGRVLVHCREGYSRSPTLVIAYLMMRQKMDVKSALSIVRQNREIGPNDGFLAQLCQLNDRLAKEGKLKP
PriA SSB inh: inhibitors of Klebsiella pneumoniae PriA binding to SSB C-terminal tail, primary screen, biochemical, AlphaScreen; PriA–SSB C-terminal tail interaction (Klebsiella pneumoniae); AlphaScreen SSBct-PriA binding, biotinylated peptide; inhibition, % at 33 µM; hit rate 0.6% among 430,000; AID 1272365, 2023; in the data active = inhibition mostly above about 37%, no sharp cut-off; inactive = mostly below about 20%;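 also: plate controls were negative control peptide for no effect and reference peptide for full effect; strong numbers were not always called active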
MazF activator: activators of E. coli MazEF toxin-antitoxin RNase, primary screen, biochemical, fluorescence, uHTS; Endoribonuclease toxin MazF (Escherichia coli (strain K12)), P0AE70; hit rate 0.32% among 350,000; FAM/BHQ RNA-DNA oligo cleavage fluorescence, 5 h; activation, % at 20 µM; in the data active = activation above about 50%
Anthrax LF prot: Bacillus anthracis LF protease inhibitors, primary screen, biochemical, multiplex microsphere, MLPCN library | Lethal factor (Bacillus anthracis), P15917 | multiplex microsphere protease cleavage assay | inhibition, % at 10 µM | hit rate 0.12% among 360,000; in the data active = inhibition above about 30%; also: plate controls were buffer without enzyme for full effect and enzyme alone for no effect
Target sequence (P15917 whole entry, looked up): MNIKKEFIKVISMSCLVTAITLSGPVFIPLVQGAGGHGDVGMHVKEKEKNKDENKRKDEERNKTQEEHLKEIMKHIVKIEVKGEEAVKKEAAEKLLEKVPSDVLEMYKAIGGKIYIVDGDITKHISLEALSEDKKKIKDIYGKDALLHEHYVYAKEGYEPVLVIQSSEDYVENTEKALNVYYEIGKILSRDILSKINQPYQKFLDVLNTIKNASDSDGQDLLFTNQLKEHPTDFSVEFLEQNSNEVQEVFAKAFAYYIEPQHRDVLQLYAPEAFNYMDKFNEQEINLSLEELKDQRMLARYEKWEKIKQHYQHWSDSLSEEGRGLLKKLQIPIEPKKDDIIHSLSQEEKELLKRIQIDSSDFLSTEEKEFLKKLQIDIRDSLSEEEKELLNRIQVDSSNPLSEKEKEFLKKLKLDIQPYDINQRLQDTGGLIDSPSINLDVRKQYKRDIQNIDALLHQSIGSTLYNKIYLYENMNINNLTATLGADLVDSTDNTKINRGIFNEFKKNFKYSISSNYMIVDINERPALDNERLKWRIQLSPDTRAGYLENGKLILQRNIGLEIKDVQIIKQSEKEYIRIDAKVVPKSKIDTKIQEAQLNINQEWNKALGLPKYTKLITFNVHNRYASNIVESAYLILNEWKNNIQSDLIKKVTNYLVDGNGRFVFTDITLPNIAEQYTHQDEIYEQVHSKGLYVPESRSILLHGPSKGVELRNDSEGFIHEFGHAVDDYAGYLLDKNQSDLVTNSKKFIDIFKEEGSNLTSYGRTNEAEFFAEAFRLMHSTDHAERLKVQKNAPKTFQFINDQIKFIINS
PfHsp40 rescue: rescue of yeast from PfHsp40 toxicity, primary screen, S. cerevisiae, ATP luminescence; S. cerevisiae expressing PfHsp40, growth rescue; hit rate 0.68% among 340,000; growth rescue, % at 12.5 µM; in the data active = growth rescue above about 28%, passing the limit was not always enough;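 also: yeast W303a lacking pdr1 and pdr3 grown in galactose medium; growth measured after three days at 30 °C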
* marks the source's active call; other numbers are inactive results; i = inactive; · = not tested or not shown; & = joins results of further samples.

SMILES	Rv3671c inh	Y pestis TopoI	TcdB inh	SARS 3CLpro inh	BH1578 lux ind	DUSP3 inh	PriA SSB inh	MazF activator	Anthrax LF prot	PfHsp40 rescue
CC(=O)C(CC(=O)N1CCCC1)C(=O)Nc1ccc(Cl)cc1 (stereo not given)	7	-2	-0.8	·	0.1	·	-1	-3	-6	0.3
OC[C@@H](O)[C@@H](O[C@H]1O[C@H](CO)[C@@H](O)[C@H](O)[C@H]1O)[C@H](O)[C@@H](O)CO	-3	-10	-1.6	4	i	21	-7	13	-3	1.4
CS/C(=N\S(=O)(=O)c1cccs1)Nc1ccc(F)c(Cl)c1	1	-7	4.4	3	i	-17	·	1	-3	0.6
Cc1ccccc1C(=O)Nc1sc2c(c1C(=O)O)CCC2	4	-3	-0.7	4	-0.6	27	-8	-14	0	-0.8
Cc1sc2ncnc(Nc3ccc(N4CCOCC4)cc3)c2c1-c1ccccc1	0	17	1.0	5	-0.6	-13	19	-5	0	0.3
O=C(CSc1n[nH]c(=O)[nH]c1=O)NC1CCCCC1	2	-1	0.1	2	-0.3	7	-7	2	-4	-0.8
Cc1ccc(NC(=O)CNC(=O)c2sc3ccccc3c2Cl)nc1	-3	9	1.7	·	i	·	-9	9	3	1.8
Cc1ccc(NC(=O)CS(=O)(=O)c2c[nH]c3ccccc23)c(C)c1	7	1	·	6	-0.6	33	-13	-5	-2	3.5
CC(=O)n1cc([C@@H]2C=C(C(=O)Nc3ccccc3)O[C@H](OCc3ccc(CO)cc3)C2)c2ccccc21	-24	23	-1.8&-1.5	1	-0.5	7	-8	-29	-3	0.2
CC1=C(O)c2ccccc2C(=O)C1=O	·	4	-0.2	·	-0.3	·	·	·	-6	·
CC(/C=N/O)Cc1ccc2c(c1)OCO2 (stereo not given)	-7	4	·	-1	-3.1	·	·	2	-12	-2.6
CN(C)C(=O)c1ccc(NC(=O)c2cccc(S(=O)(=O)N3CCN(Cc4ccccc4)CC3)c2)cc1	·	19	1.1	·	i	·	13	6	-4	-0.5
CC(Sc1nnc(N)s1)c1ccccc1Cl (stereo not given)	3	0	2.0	-7	-0.2	32	-10	5	-5	4.5
COc1ccc(NC(=O)CN(C)C(=O)Cn2cnc3c2c(=O)n(C)c(=O)n3C)cc1	-3	2	0.5	·	i	·	0	0	7	0.6
Cc1nnc(SC(C)C(=O)Nc2ccc3ccccc3c2)[nH]c1=O (stereo not given)	5	7	-1.9	-1	i	12	-11	7	-15	-0.4
CCCN(CCC)S(=O)(=O)c1cc2c(cc1Br)CCN2C(=O)CC	·	-5	3.4	·	0.8	·	-3	2	2	-1.0
O=C(Nc1cccc(C(=O)N2CCCC2)c1)C1CC1	·	2	-0.2	·	-1.0	·	-2	2	-4	-0.3
COc1cc2c(cc1OC)C(=O)CC(C)S2 (stereo not given)	-14	2	·	-3	i	6	-3	-1	1	-0.3
C=CCOCCN(C)C1=NS(=O)(=O)c2cc([N+](=O)[O-])ccc21	4	-2	0.2	2	-0.3	17	-1	-3	3	-0.6
Cc1ccc(SCc2cc(-c3ccc(Cl)cc3)on2)cc1	-7	-4	·	-3	i	16	-5	-3	0	-1.6
COc1ccccc1CN1CC(C(=O)NCCC2=CCCCC2)CCC1=O (stereo not given)	-6	24	-0.5	4	-2.6	29	-5	3	-5	-0.3
Cc1ccc(S(=O)(=O)NC2(C(F)(F)F)NC(=O)N(C)C2=O)cc1 (stereo not given)	0	3	1.1	1	i	21	-5	6	0	0.1
O=C(c1cccnc1)N1CCN(Cc2ccc3c(c2)OCO3)CC1	-2	2	·	1	0.2	29	-7	5	-3	0.4
Nn1cc(-c2ccccc2)nc1SCC(=O)N1CCN(S(=O)(=O)c2ccc3ccccc3c2)CC1	-2	46	·	0	1.1	23	0	3	-5	-0.6
COc1ccc(-c2nc(C#N)c(NC(C)c3ccccc3)o2)cc1OC (stereo not given)	3	18	·	2	-0.8	13	21	7	-1	0.6
Cc1ccc(S(=O)(=O)N2CCN(C(C)C(=O)Nc3ccccc3-c3ccccc3)CC2)cc1 (stereo not given)	0	25	1.4	3	i	-3	-4	-6	-1	-0.6
CC1CCN(CC(=O)Nc2nc(-c3ccccc3)cs2)CC1	-4	8	1.2	5	0.4	6	12	7	-10	-1.1
CCCCN1C(=O)c2ccc(C(=O)N(C)CC(=O)Nc3ccc(OCC)c(OCC)c3)cc2C1=O	6	9	0.8	·	i	·	15	-1	-15	-1.1
O=C(O)Cn1cc(CN2CCOCC2)c2ccccc21	1	-1	0.6	1	i	4	2	9	10	1.2
Cn1ccc(-c2ccccc2)c(C#N)c1=O	-4	3	1.1	-4	-0.4	12	-2	1	0	-1.1

Some values from the list.
`Cn1ccc(-c2ccccc2)c(C#N)c1=O` | TcdB inh = 1.1
`Cc1ccc(S(=O)(=O)NC2(C(F)(F)F)NC(=O)N(C)C2=O)cc1` (stereo not given) | DUSP3 inh = 21

(listing goes on)
SMILES	Rv3671c inh	Y pestis TopoI	TcdB inh	SARS 3CLpro inh	BH1578 lux ind	DUSP3 inh	PriA SSB inh	MazF activator	Anthrax LF prot	PfHsp40 rescue
CCCCNC(=O)Cn1cnc2c(cnn2-c2ccc(C)cc2)c1=O	-3	1	0.3	-5	i	0	4	13	4	0.3
CC(C)(C)NC(=O)C(c1ccccn1)N(C(=O)c1csnn1)C1CCCCC1 (stereo not given)	-2	5	-0.4	3	i	1	-10	-8	1	-0.7
COc1ccc2[nH]cc(CCNC(=O)Cc3ccc(F)cc3)c2c1	1	2	1.5	-3	-1.2	21	10	4	14	-0.5
COCC(C)n1c(C)cc(C(=O)COC(=O)c2c(C)nn(-c3ccccc3)c2C)c1C (stereo not given)	8	-5	·	1	-0.2	21	21	-5	-6	0.6
CC1(C(=O)OCC(=O)c2c[nH]c3ccccc23)CC1(Cl)Cl (stereo not given)	0	-13	·	1	-1.0	31	-10	8	-6	2.4
COc1cccc(Nc2nc(CN3CCOCC3)nc3sc4c(c23)CCCC4)c1	5	19	0.8	3	7.7	28	9	-2	-2	0.0
Cc1ccc2nc(SCC(=O)NC3CCCc4ccccc43)[nH]c2c1 (stereo not given)	-8	6	·	4	-0.3	0	-6	-2	0	1.5
CN1CCN(c2ccc([N+](=O)[O-])c3no[n+]([O-])c23)CC1	-35	-8	0.6	-38	3.4	-8	·	-520	6	5.4
O=S(=O)(c1ccccc1)N1CCCCC1c1cccnc1 (stereo not given)	10	1	·	-4	-1.4	17	2	-1	-2	1.1
Cc1cc(S(=O)(=O)N2CCC(N3CCCCC3)CC2)ccc1-n1cnnn1	5	5	·	-4	-0.3	-8	-19	1	1	-2.1
O=c1[nH]c(N2CCOCC2)nc2c1CCCC2	-2	-2	·	-2	-3.8	-2	-4	5	2	6.8
C=CCNC(=O)c1sc(=S)n(-c2ccc(C(=O)OCC)cc2)c1N	15	3	4.3	-3	i	21	18	0	-2	0.0
CCc1nnc(NC(=O)C2CCCN2C(=O)Nc2ccccc2)s1 (stereo not given)	4	-1	0.5	-1	-0.2	6	0	1	0	-2.0
COc1ccc(C(NC(=O)CN2CCCCCC2)c2ccc(OC)cc2)cc1	8	9	1.4	5	-0.4	0	10	2	-6	-0.6
CN1CCc2nc3ccc(F)cc3c(C(N)=O)c2C1	5	3	·	5	-0.3	29	-17	5	-1	1.1

Ordered by formula weight (lowest first): part of the list above
SMILES	Rv3671c inh	Y pestis TopoI	TcdB inh	SARS 3CLpro inh	BH1578 lux ind	DUSP3 inh	PriA SSB inh	MazF activator	Anthrax LF prot	PfHsp40 rescue
O=S(=O)(c1ccccc1)N1CCCCC1c1cccnc1 (stereo not given)	10	1	·	-4	-1.4	17	2	-1	-2	1.1
CC1(C(=O)OCC(=O)c2c[nH]c3ccccc23)CC1(Cl)Cl (stereo not given)	0	-13	·	1	-1.0	31	-10	8	-6	2.4
Cc1cc(S(=O)(=O)N2CCC(N3CCCCC3)CC2)ccc1-n1cnnn1	5	5	·	-4	-0.3	-8	-19	1	1	-2.1
COCC(C)n1c(C)cc(C(=O)COC(=O)c2c(C)nn(-c3ccccc3)c2C)c1C (stereo not given)	8	-5	·	1	-0.2	21	21	-5	-6	0.6

Shown with each value named: entries from further up.
compound: O=C(Nc1cccc(C(=O)N2CCCC2)c1)C1CC1
  Rv3671c inh: · | Y pestis TopoI: 2 | TcdB inh: -0.2 | SARS 3CLpro inh: · | BH1578 lux ind: -1.0 | DUSP3 inh: · | PriA SSB inh: -2 | MazF activator: 2 | Anthrax LF prot: -4 | PfHsp40 rescue: -0.3

compound: COc1cc2c(cc1OC)C(=O)CC(C)S2 (stereo not given)
  Rv3671c inh: -14 | Y pestis TopoI: 2 | TcdB inh: · | SARS 3CLpro inh: -3 | BH1578 lux ind: i | DUSP3 inh: 6 | PriA SSB inh: -3 | MazF activator: -1 | Anthrax LF prot: 1 | PfHsp40 rescue: -0.3

compound: C=CCOCCN(C)C1=NS(=O)(=O)c2cc([N+](=O)[O-])ccc21
  Rv3671c inh: 4 | Y pestis TopoI: -2 | TcdB inh: 0.2 | SARS 3CLpro inh: 2 | BH1578 lux ind: -0.3 | DUSP3 inh: 17 | PriA SSB inh: -1 | MazF activator: -3 | Anthrax LF prot: 3 | PfHsp40 rescue: -0.6

compound: Cc1ccc(SCc2cc(-c3ccc(Cl)cc3)on2)cc1
  Rv3671c inh: -7 | Y pestis TopoI: -4 | TcdB inh: · | SARS 3CLpro inh: -3 | BH1578 lux ind: i | DUSP3 inh: 16 | PriA SSB inh: -5 | MazF activator: -3 | Anthrax LF prot: 0 | PfHsp40 rescue: -1.6

(listing goes on)
SMILES	Rv3671c inh	Y pestis TopoI	TcdB inh	SARS 3CLpro inh	BH1578 lux ind	DUSP3 inh	PriA SSB inh	MazF activator	Anthrax LF prot	PfHsp40 rescue
CCCc1cc(=O)n2[nH]cnc2n1	1	6	·	-2	i	16	-16	0	-1	0.4
O=C(O)CC/C(=N\Nc1ccc(S(=O)(=O)N2CCOCC2)cc1[N+](=O)[O-])c1cccs1	4	5	0.1	2	-0.4	7	·	2	-3	-0.8
Cc1ccc(S(=O)(=O)Nc2c(C)n(C)n(-c3ccccc3)c2=O)cc1C(=O)OC(C)C(=O)c1ccccc1 (stereo not given)	·	22	2.0	·	-0.3	·	15	6	2	0.8
CCCc1nn(C)c(C(=O)Nc2cccc(CC)c2)c1Cl	-14	-1	0.6	-3	i	-2	-68	0	-4	1.7
Cc1ccc(C(=O)NCC(=O)Nc2cccc(C(F)(F)F)c2)cc1	7	-1	·	-1	-0.3	9	3	-2	-2	0.8
Cc1onc(-c2c(Cl)cccc2Cl)c1C(N)=S	-4	-2	1.0	9	-0.2	-12	2	3	-8	0.1
O=C(COc1ccc(Br)cc1)N(Cc1ccccc1)c1ccccn1	4	28	·	-3	-0.7	-6	-39	-4	2	3.7
O=C(CSc1ccccn1)c1ccc2c(c1)OCO2	0	1	·	1	-0.4	8	-9	-1	-17	-0.8
Cc1ccc(S(=O)(=O)NN2C(=O)c3ccccc3NC2c2cccc(O)c2)cc1 (stereo not given)	-1	9	2.8	4	0.3	36	-11	-3	-3	-1.3
CC1C(c2ccccc2)OCCN1C (stereo not given)	·	1	0.8	·	i	·	-5	7	-4	-0.3

These rows are one share of the data (hit frequency here may not be typical).
